ALOX12 inh: ALOX12 (human) lipoxygenase inhibition | P18054 | purified 12hLO, xylenol orange hydroperoxide absorbance | Potency, µM (highest dose often 108 µM), without a hit: top-dose activity change, negative = inhibition, actives largely listed as inhibitors | 580,000 compounds, 1.1% hits; active means well fitted inhibition curve with a large enough effect; inconclusive means small, poorly fitted or top-dose-only effect, or another doubt; inactive means no such curve, though single readings can be large or run the other way
Target sequence (P18054 whole entry, looked up): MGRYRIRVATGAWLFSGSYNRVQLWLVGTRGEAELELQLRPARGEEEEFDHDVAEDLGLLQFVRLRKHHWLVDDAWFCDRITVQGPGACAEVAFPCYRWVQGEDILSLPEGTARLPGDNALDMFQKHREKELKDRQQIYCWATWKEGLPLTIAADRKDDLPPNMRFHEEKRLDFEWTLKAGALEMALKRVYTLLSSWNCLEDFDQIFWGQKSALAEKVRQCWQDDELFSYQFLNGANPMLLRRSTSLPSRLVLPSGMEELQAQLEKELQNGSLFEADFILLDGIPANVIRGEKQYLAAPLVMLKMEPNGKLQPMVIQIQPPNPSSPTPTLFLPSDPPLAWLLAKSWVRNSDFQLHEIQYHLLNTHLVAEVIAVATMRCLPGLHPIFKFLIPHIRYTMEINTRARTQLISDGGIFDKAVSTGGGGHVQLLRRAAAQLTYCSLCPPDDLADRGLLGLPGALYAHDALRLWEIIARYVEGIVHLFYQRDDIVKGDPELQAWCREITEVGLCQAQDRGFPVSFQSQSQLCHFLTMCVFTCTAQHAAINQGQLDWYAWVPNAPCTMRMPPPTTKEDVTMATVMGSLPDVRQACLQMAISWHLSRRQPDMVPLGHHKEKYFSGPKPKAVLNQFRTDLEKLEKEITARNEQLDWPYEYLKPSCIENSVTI
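Purified human 12hLO (150 nM final) in 25 mM Hepes, 0.01% Triton X-100, pH 7.0 was preincubated 15 min at room temperature with compound. Then 40 uM arachidonic acid was added, 30 min. Hydroperoxide was read by Fe-XO absorbance ratio 573/405 nm.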
* hit, by the source's call; ? = inconclusive; [ ] = remark or other dose. On the % scale 0 is the no-effect control and ±100 the full control effect; potency means the concentration at half of the fitted maximal effect. These rows are one share of the data. The share of hits here may be higher or lower than overall.

The opening 18 records as a preview:
SMILES | ALOX12 inh
CCc1c(C)sc(NC(=O)c2ccc3c(c2)OCO3)c1C(=O)OC(C)C | -8%
Cc1nc(Nc2nc3ccccc3o2)ncc1C(=O)Nc1cccc(C(F)(F)F)c1 | -11%
CC(C)(C)CC(=O)N1CC[C@H]2CC(=O)N(c3ccccc3)CC[C@H]2C1 | 10%[176 µM]
CC(=O)N1CCC2(CC1)CN(C(c1ccccc1)c1ccccc1)C2 | -3%[57.4 µM]
Cc1cc2cc(-c3c(C)noc3C)nc(Nc3ccc(Cl)cc3)c2o1 | 0%[176 µM]
Cc1ccc(N2CCC(NS(=O)(=O)c3cn(C)c(C)n3)C2=O)cc1C (stereo unspecified) | 3%
COCC1CN(Cc2cccc(C(F)(F)F)c2)CC12CCNCC2 (stereo unspecified) | 8%
Cc1sc2ccn(Cc3ccc(F)cc3)c(=O)c2c1C(=O)NCc1ccccn1 | 59%[activator]
COc1ccc(CNC(=O)CN2C(=O)NC(c3ccccc3Cl)C3=C2COC3=O)cc1 (stereo unspecified) | 4%
O=C1NC(C(=O)NCc2ccccn2)Cn2cccc21 (stereo unspecified) | 86%[activator]
N#C/C(=C/c1ccc(Cl)cc1)C(=O)OCC(=O)N1CCOCC1 | -1%
Cn1nccc1CN1CCC2(CC1)Cc1ccccc1NC2=O | -7%[176 µM]
CC(=O)NCC(=O)N[C@@H]1CN(Cc2ccccc2)C[C@H]1CO | 19%
Cc1noc(C)c1CN1CCc2nc(C(=O)Nc3cccc(C(F)(F)F)c3)oc2CC1 | 68%[activator][176 µM]
CCOc1ccc2nc(COc3ccc(C)cc3)[nH]c2c1 | ?
CCCCNc1nc2c(c(=O)[nH]c(=O)n2C)n1CC(O)COC(C)C (stereo unspecified) | -4%
CC(C)(C)C(=O)N[C@H]1C[C@@H](Cc2cc(-c3ccccc3)on2)C1(C)C | 6%[176 µM]
CCNC(=O)C(C)NC(=O)c1cc(C(C)C)nc2c1cnn2C(C)C (stereo unspecified) | -1%

The whole of this part (from the top)
SMILES | ALOX12 inh
CCc1c(C)sc(NC(=O)c2ccc3c(c2)OCO3)c1C(=O)OC(C)C | -8%
Cc1nc(Nc2nc3ccccc3o2)ncc1C(=O)Nc1cccc(C(F)(F)F)c1 | -11%
CC(C)(C)CC(=O)N1CC[C@H]2CC(=O)N(c3ccccc3)CC[C@H]2C1 | 10%[176 µM]
CC(=O)N1CCC2(CC1)CN(C(c1ccccc1)c1ccccc1)C2 | -3%[57.4 µM]
Cc1cc2cc(-c3c(C)noc3C)nc(Nc3ccc(Cl)cc3)c2o1 | 0%[176 µM]
Cc1ccc(N2CCC(NS(=O)(=O)c3cn(C)c(C)n3)C2=O)cc1C (stereo unspecified) | 3%
COCC1CN(Cc2cccc(C(F)(F)F)c2)CC12CCNCC2 (stereo unspecified) | 8%
Cc1sc2ccn(Cc3ccc(F)cc3)c(=O)c2c1C(=O)NCc1ccccn1 | 59%[activator]
COc1ccc(CNC(=O)CN2C(=O)NC(c3ccccc3Cl)C3=C2COC3=O)cc1 (stereo unspecified) | 4%
O=C1NC(C(=O)NCc2ccccn2)Cn2cccc21 (stereo unspecified) | 86%[activator]
N#C/C(=C/c1ccc(Cl)cc1)C(=O)OCC(=O)N1CCOCC1 | -1%
Cn1nccc1CN1CCC2(CC1)Cc1ccccc1NC2=O | -7%[176 µM]
CC(=O)NCC(=O)N[C@@H]1CN(Cc2ccccc2)C[C@H]1CO | 19%
Cc1noc(C)c1CN1CCc2nc(C(=O)Nc3cccc(C(F)(F)F)c3)oc2CC1 | 68%[activator][176 µM]
CCOc1ccc2nc(COc3ccc(C)cc3)[nH]c2c1 | ?
CCCCNc1nc2c(c(=O)[nH]c(=O)n2C)n1CC(O)COC(C)C (stereo unspecified) | -4%
CC(C)(C)C(=O)N[C@H]1C[C@@H](Cc2cc(-c3ccccc3)on2)C1(C)C | 6%[176 µM]
CCNC(=O)C(C)NC(=O)c1cc(C(C)C)nc2c1cnn2C(C)C (stereo unspecified) | -1%
CC(C(=O)NCc1cc(F)cc(F)c1)C1CCOCC1 (stereo unspecified) | 42%[activator]
CCc1ccc2oc(=O)cc(CN3CCN(C)CC3)c2c1 | 21%
COc1cccc(CN2C(=O)CCCCC2C(=O)NC2CCS(=O)(=O)C2)c1 (stereo unspecified) | -12%
Cc1cccc(NC(=O)c2oc3ccccc3c2NC(=O)c2nn(-c3cccc(C)c3)ccc2=O)c1 | 5%
CCCCCCn1c(NCc2ccc(C)cc2)nc2c1c(=O)[nH]c(=O)n2C | -3%
COc1ccc(C(=O)NC[C@H]2O[C@@H](CO)[C@@H](O)[C@H]2N2CCN(c3cccc(C(F)(F)F)c3)CC2)cc1 | ?
CC(C)(C)C(=O)N1CCC2(CC1)NCCc1c2[nH]c2ccccc12 | 24%
CN(Cc1nc2ccccc2s1)c1ncc(C(F)(F)F)cc1Cl | 8%
Cc1cccc(Cn2cc(COC(=O)NCC(C)C)nn2)c1 | 13%
OC1(c2cccnc2)CCN(Cc2ccc3c(c2)CN(Cc2cc4ccccc4s2)CCO3)CC1 | -28%
CC1CCCC(NC(=O)c2c(F)cccc2F)C1C (stereo unspecified) | 6%
COc1ccccc1-c1nnc(SC(C(=O)N2CCOCC2)c2ccccc2)n1C1CCCCC1 (stereo unspecified) | 7%
C=CCNC(=O)c1cn2c(n1)CN(C(=O)OC)CC2 | 7%[12.5 µM]
CCOc1ccc(N2C(=O)CCS2(=O)=O)cc1S(=O)(=O)NCc1ccco1 | -3%
COCC(=O)Nc1ccc([C@H]2OCC(=O)N(Cc3ccccc3)[C@@H]2CO)cc1 | 23%[176 µM]
Cn1c(=O)c2c(ncn2CC(=O)OC(C)(C)C)n(C)c1=O | 3%
CCC(=O)NCC12CCCC=C1N(C)C(=O)CC2 (stereo unspecified) | 47%[activator]
O=C1CC2(CCN([S+](=O)([O-])c3cccs3)CC2)Oc2ccccc2N1c1ccccc1 | 4%
CC(=O)Nc1ccc(CNC(=O)c2nccnc2N)cc1 | ?
COc1ccc(C(=O)N2CC[C@@H](CC(=O)O)[C@@H](CCN3CCC(C(N)=O)CC3)C2)cc1 | 0%[176 µM]
Cc1nc(N2CCCC2)cc(N2CCN(C(=O)c3cccc(C(F)(F)F)c3)CC2)n1 | 3%
O=C(CCc1nc2ccccc2s1)N1CCN(C(=O)c2ccco2)CC1 | -1%
Cc1noc([C@@H]2CC(F)(F)CN2C(=O)c2cc(C)oc2C)n1 | ?
CO/N=C/c1ccc(C(=O)Oc2ccc(Cl)cc2C)cc1 | -5%
CCCOC(=O)N1CCC2(CC1)CC(c1ccccc1)C(=O)N(C)C2 (stereo unspecified) | 35%
CN(C)C[C@@H]1CN(Cc2cccnc2)C[C@H]1NC(=O)c1ccc(F)c(Cl)c1 | -5%
COCCc1noc(-c2ccccc2OC2CN(C(=O)c3ccc(C)nc3)C2)n1 | 31%[activator]
Cn1cccc1C(=O)N1CCc2nc3cc[nH]n3c(=O)c2C1 | ?
Cc1cccc(NC(=O)CN2C(=O)NC3(CCC(C(C)(C)C)CC3)C2=O)c1C (stereo unspecified) | ?
CN(C)CCCNC(=O)C[C@H]1NC(=O)c2ccccc2NC1=O | 30%
O=C(CSc1nc(CN2CCOCC2)nc2ccccc12)NC1CC1 | 18%
COC(=O)c1[nH]c2ccc(C)cc2c1NC(=O)CCN1CCCC(C)C1 (stereo unspecified) | 15%
The listing continues:
SMILES | ALOX12 inh
O=C(NCc1ccccc1)N1CCC(N2C(=O)C3(CCCCC3)C2c2ccncc2)CC1 (stereo unspecified) | 16%
CCC(Oc1ccc(F)cc1)C(=O)Nc1ccc(OC)c2ncccc12 (stereo unspecified) | 21%
O=S1(=O)CC(N2CCCC2)CN1Cc1cn(Cc2cccc(Cl)c2)nn1 (stereo unspecified) | 0%
Cc1nn(C)cc1CN1CCC(O)(c2ccccc2)[C@H](N2CCCC2)C1 (stereo partly specified) | 178%[activator]
COCCCNC(=O)c1ccc2c(c1)n(Cc1cccc(F)c1)c(=O)c1ccnn12 | 39%
COC[C@H]1C[C@@H](NC(=O)c2cc(C)on2)[C@H](O)[C@@H]1O | 6%[176 µM]
CC1CCCC(NC(=O)c2ccc(F)cc2Br)C1C (stereo unspecified) | 2%
CCCCc1cc(=O)oc2cc(OCC(=O)NCc3ccncc3)c(Cl)cc12 | 26%
COc1ccc(CN2CCOC[C@H]2c2ncc(-c3ccc(C)cc3)[nH]2)cc1 | -1%[176 µM]
CCNC(=O)Nc1ccc(OCC(=O)NC2CCCC2)nc1 | 26%
CCN1C(=O)CCC2(C(=O)NCc3ccc(OC)c(OC)c3)CCCC=C12 (stereo unspecified) | 67%[activator]
COc1cc(F)ccc1-c1nc(N2CCOCC2)cc2c1CN(CC(F)(F)F)C2=O | 15%[176 µM]
COc1ccc(/C=C2/C(=O)N(C)C(=S)N2C)cc1 | ?
Cc1cc(C)c2c(=O)cc(C(=O)N(Cc3ccccc3)Cc3ccco3)oc2c1 | -11%
COC(=O)C1=C(C)N(Cc2ccccc2C(F)(F)F)C(=NCc2ccccc2C(F)(F)F)NC1c1cccc(C(F)(F)F)c1 (stereo unspecified) | 3%
COc1ccccc1N1CCCc2ncc(C(=O)N3CC[S+](=O)([O-])CC3)cc21 | -2%[176 µM]
O=C(NCc1nnc2cc(-c3nc(C4CC4)no3)ccn12)c1c(F)cccc1F | 14%
C/C(=N/Nc1ccc(S(=O)(=O)Nc2ccccc2)cc1[N+](=O)[O-])c1ccc(C#N)cc1 | ?
COc1ccc(Cl)cc1NC(=O)c1ncoc1-c1ccc(OC)c(OC)c1 | 30%
CCN(C(=O)CCc1c[nH]c2ccccc12)c1ccc(F)cc1 | -28%
Cc1oc(-c2nc(C#N)c(NCc3ccccc3)o2)cc1S(=O)(=O)N(C)C | 22%
CCc1nc(-c2c3n(c(=O)n(CC(=O)NCc4ccc(F)cc4)c2=O)CCCCC3)no1 | -1%
O=C1CC(C(=O)N2CCOc3ccc(CN4CCC(Oc5cccnc5)CC4)cc3C2)c2ccccc21 (stereo unspecified) | 48%[activator]
O=C(Nc1cccc(S(=O)(=O)N2CCCC2)c1)C1CC(=O)N(C2CCCC2)C1 (stereo unspecified) | -9%
O=C(CCCC(=O)NN=C1CCCC1)NN=C1CCCC1 | -14%
COc1ccccc1CNC(=O)C[C@@H]1CCNC[C@@H]1Cc1cc(C(C)(C)C)on1 | -17%[176 µM]
Cc1ccc(S(=O)(=O)NCc2ccc(C(=O)N3CCN(c4cc(C)ccc4C)CC3)cc2)cc1 | ?
O=C(COc1ccc(Cl)cc1)N1CCN(c2ccccc2)C(=O)C1 | 13%
COc1cccc(CNC(=O)[C@@H]2C[C@@H](O)CN2C2CCN(C(=O)CCc3ccccc3)CC2)c1 | 46%[activator]
Cc1cc(C)cc(OCC(=O)Nc2sc3c(c2C(=O)N2CCOCC2)CCCC3)c1 | -7%
CCCNC(=O)COC(=O)Cc1nn(C)c(=O)c2ccccc12 | -19%
COC(=O)c1ccc(N2C(c3cc(OC)cc(OC)c3)=Cc3ccc(-c4cnc(OC)nc4)cc3C2CC(=O)C2CC2)cc1 (stereo unspecified) | 12%
COc1ccc(CN2CC(Oc3ccccc3C(=O)NC3CC3)C2)c(OC)c1 | 7%
O=C1c2ccccc2S(=O)(=O)N1Cc1nc(-c2cccc(Br)c2)cs1 | -43%
O=C(COc1ccc(F)cc1)N1CC(c2nnc(-c3ccncc3)o2)C2(CCOCC2)C1 (stereo unspecified) | 5%
CCOC(=O)[C@]12CCCC=C1N(CCC1=CCCCC1)C(=O)[C@H](CC(=O)N1CCN(C(=O)C3CC3)CC1)C2 | 20%
Cc1ccsc1C(=O)N1CCC(Oc2cccnc2)C1 (stereo unspecified) | 17%
COc1ccc(-c2csc(NC(=O)Cn3cnc4c3c(=O)n(C)c(=O)n4C)n2)cc1F | -12%
CSCC(=O)N[C@H]1CN(Cc2cn(CCO)nc2C)C[C@@H]1C1CC1 | 5%
CC(C)c1ncc(-c2ccccc2)[nH]1 | -1%[12.5 µM]
COc1ccc(C(=O)NC2CCN(c3ccc(=O)n(C)n3)CC2)cn1 | 11%
CCN(CC)/C(C)=N/C(=S)Nc1ccccc1 | ?
COc1ccc(CN2CCN(Cc3ccncc3)CC2)cc1OC | ?
Cc1ccsc1CNC(=O)c1scnc1C | -27%
CCOC(=O)C1(C)C=C(Nc2cccc(Br)c2)C(=O)N1c1cccc(Br)c1 (stereo unspecified) | -11%
CCC(c1nnnn1-c1ccc2c(c1)OCCO2)N1CCN(c2ncccn2)CC1 (stereo unspecified) | ?
O=C(C[C@H]1NC(=O)c2ccccc2NC1=O)NCCCc1nc2ccccc2[nH]1 | 60%[activator]
O=C(CSc1nnc2ccccn12)c1cccc(Cl)c1 | ?
Cc1nn2c(c1-c1ccccc1C(C)C)N(CCC(C)C)CCC2 | 50µM*
Cc1cc(Br)ccc1NC(=O)c1sc2nc(-c3ccncc3)ccc2c1N | -35%
Later entries
SMILES | ALOX12 inh
CC(C)(C)N(Cc1cn(CC2CCCCC2)nn1)S(=O)(=O)c1ccc(F)cc1Br | 9%
CN1C[C@H](NC(=O)c2ccc(F)cc2)CCC[C@@H](C(=O)N(C)Cc2cccnc2)CC1=O | 2%
COc1ccc(-n2nc(C3CCN(Cc4ccc(F)cc4)CC3)[nH]c2=O)cc1 | ?
Cc1noc2c(-c3cccnc3N3CCOCC3)cc(-c3ccccc3)nc12 | 11%[176 µM]
CC(NC(=O)c1nn(C)c(=O)c2ccccc12)c1ccc(Br)cc1 (stereo unspecified) | ?
CN(C)Cc1cc(C[C@@H]2CC[C@H](O)[C@@H](CNC(=O)N3CCOCC3)O2)no1 | ?
COc1cc(C(=O)N2CCCC(c3nnc(Cn4ccnc4)n3C)C2)ccc1C (stereo unspecified) | 17%
O=C(c1cccn2nccc12)N1CCOCC1 | 39%[activator][176 µM]
CC(C)Cc1nnc(NC(=O)C2CC(=O)N(c3n[nH]c4ccccc34)C2)s1 (stereo unspecified) | 37%[activator]
N=C1N(C(=O)OCc2ccccc2)/C(=C\C2=CCCCC2)C(Cc2ccccc2)N1Cc1ccccc1 (stereo unspecified) | -25%
